# High-throughput results as filed in PubChem.
# HEK293 NFkB inh – inhibitors of the PMA/ionomycin-induced NF-kB reporter in HEK293 cells; AID 465; inhibition, % at 3 µM; 62,000 tested, 0.21% active; HEK-293 NF-kB luciferase reporter, luminescence;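 active = inhibition above the mean of all tested compounds plus 3 SD, cut at about 40% in these data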;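 also: 0% = stimulated DMSO wells and 100% = 10 µM reference inhibitor 5653914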
#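 System – HEK-293 cells with stable firefly luciferase reporter driven by four HIV NF-kB elements · Doses – one dose, 3 µM · Schedule – 1 h compound pre-incubation, 16 h PMA/ionomycin at 37 °C · Technique – luminescence from luciferase substrate reagent · Measure – percent inhibition normalized per plate to DMSO and reference-inhibitor controls · Replicates – tested once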
# M1 antag – M1 muscarinic receptor (rat) antagonism. P08482. CHO-M1 cells, Fluo-4 calcium, ACh EC80 antagonist mode; stronger effect = lower value. B-score at 10 µM. 64,000 tested, 3.4% active. AID 628;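 active = calcium fluorescence response, raw or row-and-column corrected B-score, differing from the plate sample mean either way at a set confidence level, mostly lower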
# M1 ag – M1 muscarinic receptor agonism | B-score at 10 µM | 64,000 tested, 3% active | CHO-M1 cells, Fluo-4 calcium fluorescence, agonist mode; stronger effect = higher value;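 active = fluorescence rise, raw or as B-score row- and column-corrected plate score, outside the 99.7% band of its plate's samples, either direction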
# 5HT1E antag – 5-HT1E (human) receptor antagonism. P28566. CHO 5-HT1E Ga15 NFAT-bla reporter, FRET, antagonist. inhibition, % at 6 µM. 65,000 tested, 0.99% active;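 active = inhibition above a set limit, the mean inhibition across every tested compound plus 3 SD, cut at about 29% in these data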;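 also: signal is the 460 over 535 nm emission ratio of beta-lactamase substrate; 0% = agonist plus DMSO wells and 100% = wells without agonist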
# S1P3 agonist – activates the human S1P3 receptor; AID 373; Q99500; S1P3 NFAT-BLA reporter cells, agonism, FRET ratio; relative to 1 µM S1P, basal subtracted; 60,000 tested, 0.1% active; activation, % at 4.5 µM;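 active = activation above the screen-wide mean plus 3 SD, cut at about 4.5% in these data, passing the limit was not always enough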; also: some compounds called inactive have numbers as strong as hits
#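 Assay system: stable CHO line with human S1P3, Gα16, NFAT-BLA reporter; Detection: FRET β-lactamase substrate fluorescence, excitation 405 nm, 460/535 nm emission ratio, background-subtracted; Read-out: percent activation versus median 1 µM S1P response, basal-subtracted, per plate; Incubation: cells plated overnight, compound 4 h 37 °C, substrate 2 h RT.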
# Her2 expr inh – inhibitors of human Her2 kinase expression. SKBR-3 HER2 protein level, AlphaScreen, 18-24 h; stronger effect = lower value. HER2 level % of control, % at 10 µM. 65,000 tested, 0.69% active. AID 645;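 active = HER2 level under 5% of the carrier-only control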;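 also: 100% = DMSO carrier and 0% = 500 nM PU-H71 HSP90 inhibitor; lower value means stronger loss of Her2 protein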
# Target sequence (P04626 whole entry, looked up): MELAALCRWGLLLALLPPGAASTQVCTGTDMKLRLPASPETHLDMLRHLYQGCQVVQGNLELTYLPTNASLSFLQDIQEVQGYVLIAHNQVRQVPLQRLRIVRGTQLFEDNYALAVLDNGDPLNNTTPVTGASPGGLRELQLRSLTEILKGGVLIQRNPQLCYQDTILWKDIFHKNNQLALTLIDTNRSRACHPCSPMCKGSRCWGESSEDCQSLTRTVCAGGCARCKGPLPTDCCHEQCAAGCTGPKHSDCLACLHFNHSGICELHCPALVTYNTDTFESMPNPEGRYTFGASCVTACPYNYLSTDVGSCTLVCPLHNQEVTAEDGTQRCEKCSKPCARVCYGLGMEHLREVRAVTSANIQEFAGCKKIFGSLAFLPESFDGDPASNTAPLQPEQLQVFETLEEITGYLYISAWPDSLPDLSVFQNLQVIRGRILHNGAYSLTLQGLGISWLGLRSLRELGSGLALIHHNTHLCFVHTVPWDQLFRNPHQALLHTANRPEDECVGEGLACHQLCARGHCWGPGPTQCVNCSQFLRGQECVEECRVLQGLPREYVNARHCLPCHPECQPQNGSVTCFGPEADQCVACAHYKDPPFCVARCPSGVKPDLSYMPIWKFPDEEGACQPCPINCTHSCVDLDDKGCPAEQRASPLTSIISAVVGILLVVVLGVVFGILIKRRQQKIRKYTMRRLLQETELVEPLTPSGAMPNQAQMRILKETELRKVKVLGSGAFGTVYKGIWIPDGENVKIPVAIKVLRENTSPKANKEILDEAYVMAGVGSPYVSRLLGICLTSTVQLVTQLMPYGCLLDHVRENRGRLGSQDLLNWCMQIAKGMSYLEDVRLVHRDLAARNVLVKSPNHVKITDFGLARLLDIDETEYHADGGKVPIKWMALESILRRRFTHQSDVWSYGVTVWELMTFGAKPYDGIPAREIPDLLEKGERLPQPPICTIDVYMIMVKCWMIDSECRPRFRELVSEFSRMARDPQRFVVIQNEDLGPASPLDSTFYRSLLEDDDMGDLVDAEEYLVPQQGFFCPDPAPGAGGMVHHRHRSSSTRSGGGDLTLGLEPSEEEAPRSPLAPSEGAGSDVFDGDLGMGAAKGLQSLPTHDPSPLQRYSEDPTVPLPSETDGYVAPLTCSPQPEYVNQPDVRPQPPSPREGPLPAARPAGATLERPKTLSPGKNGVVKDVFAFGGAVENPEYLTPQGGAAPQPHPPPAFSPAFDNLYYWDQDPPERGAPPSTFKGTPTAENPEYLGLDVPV
# HTR1E agonist – activates the human 5-HT1E serotonin receptor | P28566 | activation, % at 6 µM | 65,000 tested, 0.69% active | CHO 5-HT1E Ga15 NFAT-bla reporter, FRET; 0% DMSO wells, 100% control agonist wells;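 active = activation above a set limit, the screen-wide mean activation plus 3 SD, cut at about 8.5% in these data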;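 also: 100% = positive control agonist at 1 µM giving full maximal response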
# S1P1 ag-PAM – agonists and agonism potentiators of human S1P1 receptor. P21453. S1P1 CRE-bla cells, forskolin, beta-lactamase FRET, potentiator mode; S1P1 agonist co-added at EC20, 2 nM; 100% = saturating reference agonist, 0% = basal. activation, % at 9.5 µM. 56,000 tested, 0.57% active. AID 449;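 active = activation above a cutoff set at the mean activation of all tested compounds plus 3 SD, cut at about 54% in these data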;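 also: forskolin at 4 µM as EC80 and the EC20 agonist is SEW2871; 100% = SEW2871 at its EC100 plus forskolin at EC80; some compounds past the cut are filed as inactive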
# Jurkat tox 60K – reduces viability or proliferation of Jurkat cells; AID 463; inhibition, % at 4 µM; Jurkat E6.1 viability, ATP luminescence, 48 h; 56,000 tested, 1.2% active;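 active = inhibition above the mean inhibition of all tested compounds plus 3 SD, cut at about 28% in these data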
# * = called active by the depositor; · = not tested or not shown.
# The first 6 compounds, ahead of the listing:
SMILES,HEK293 NFkB inh,M1 antag,M1 ag,5HT1E antag,S1P3 agonist,Her2 expr inh,HTR1E agonist,S1P1 ag-PAM,Jurkat tox 60K
O=C(Nc1cccnc1)C1CCCN(S(=O)(=O)c2cccc3nsnc23)C1 (centres undefined),15,-0.15,-0.77,4,0.0,85,-0.5,10,3
Cc1ccc(-n2ncc3c2ncn2nc(-c4ccco4)nc32)c(C)c1,-3,0.13,-0.55,40*,0.9,101,0.8,7,3
Cc1cccc(Cc2c(C)nc3nc(SCC(=O)NCc4ccco4)nn3c2C)c1,12,0.027,-1.3,3,·,52,-0.1,·,·
c1ccc(CNc2c3c(nc4ncnn24)CCCC3)nc1,14,-0.0006,-0.017,-4,·,86,-0.6,·,·
COc1ccccc1NC(=O)c1ccc(NC(=O)CSc2nnnn2C)cc1,11,-0.37,0.14,-1,0.2,142,0.6,7,-3
O=C(CCNS(=O)(=O)c1cccs1)Nc1nccs1,9,-0.29,-0.61,0,·,106,-0.5,·,·

# Results, previewed entries included:
SMILES,HEK293 NFkB inh,M1 antag,M1 ag,5HT1E antag,S1P3 agonist,Her2 expr inh,HTR1E agonist,S1P1 ag-PAM,Jurkat tox 60K
O=C(Nc1cccnc1)C1CCCN(S(=O)(=O)c2cccc3nsnc23)C1 (centres undefined),15,-0.15,-0.77,4,0.0,85,-0.5,10,3
Cc1ccc(-n2ncc3c2ncn2nc(-c4ccco4)nc32)c(C)c1,-3,0.13,-0.55,40*,0.9,101,0.8,7,3
Cc1cccc(Cc2c(C)nc3nc(SCC(=O)NCc4ccco4)nn3c2C)c1,12,0.027,-1.3,3,·,52,-0.1,·,·
c1ccc(CNc2c3c(nc4ncnn24)CCCC3)nc1,14,-0.0006,-0.017,-4,·,86,-0.6,·,·
COc1ccccc1NC(=O)c1ccc(NC(=O)CSc2nnnn2C)cc1,11,-0.37,0.14,-1,0.2,142,0.6,7,-3
O=C(CCNS(=O)(=O)c1cccs1)Nc1nccs1,9,-0.29,-0.61,0,·,106,-0.5,·,·
O=C(CCc1ccccc1)Nc1ncn[nH]1,20,0.11,0.037,-13,-0.2,80,-1.1,-10,-1
Cc1ccccc1NC(=O)c1c(O)c2cccc3c2n(c1=O)CCC3,12,-0.096,-0.38,-3,-0.1,76,0.4,-32,-2
Cc1nc2c(-c3ccc(F)cc3)c(C)nn2c(C)c1CCC(=O)N1CCN(c2ccccn2)CC1,0,-2.8*,-0.36,5,-1.3,97,0.1,-18,7
COc1ccccc1C1CC(c2ccc(Cl)cc2)Nc2nc(N)nn21 (centres undefined),·,-0.64,0.076,6,-3.5,88,0.1,-10,·
Cc1ccc(Cn2c(SCC(N)=O)nc3c2c(=O)n(C)c(=O)n3C)cc1,3,1.4,0.4,-3,-0.3,115,0.6,-15,6
O=C(Nc1ccc2c3c(cccc13)CC2)c1ccco1,6,-0.48,-0.088,2,·,54,0.2,·,·
Cc1cc(NC(=O)c2noc3c2CCCCC3)nn1Cc1ccc(Cl)cc1,14,0.49,-1.7,-1,-0.9,93,1.4,19,1
CCCOc1ccc2[nH]cc(C(=O)O)c(=O)c2c1,-3,-0.59,0.018,6,-1.7,90,-0.7,-11,0
CCc1cc2cc(C(=O)N3CCN(Cc4ccccc4)CC3)sc2s1,20,0.078,-0.25,2,-0.2,121,-0.3,3,-11
O=C(CSc1nnc(Cc2cccs2)n1Cc1ccco1)Nc1cccc(Cl)c1,22,0.55,-0.85,3,-0.4,117,-0.8,12,-4
COCC(=O)Nc1nnc(COc2ccccc2)s1,0,0.61,-0.51,-5,0.1,116,-0.1,-42,-5
CC1CCCN(c2nc3c(c(=O)n(C)c(=O)n3C)n2CCSc2nc3ccccc3s2)C1 (centres undefined),-6,-0.73,0.67,-9,0.4,90,-0.6,-1,-3
COc1ccc(CN2CC(C(=O)N3CCOCC3)CC2=O)cc1 (centres undefined),18,0.39,-0.47,-7,·,82,-0.2,·,·
O=c1[nH]n(-c2ccccn2)c(=O)c2ccccc12,6,0.9,0.22,-5,2.0,101,0.1,-4,0
O=C(O)CCCC(=O)Nc1nc(-c2ccccc2)cs1,-8,-0.22,0.008,-12,0.0,158,26*,-23,-4
O=C(Nc1ccccc1N1CCCC1)c1cccnc1,3,0,-0.2,0,0.6,62,-0.7,-14,-4
CCC(c1nnnn1Cc1ccco1)N(Cc1cc2cc(OC)ccc2[nH]c1=O)C1CCCCC1 (centres undefined),6,0.33,-1.5,6,-0.1,2.0*,-0.7,-4,3
CCN(C(=O)COc1cc(=O)n(CC)c2ccccc12)c1cc(Cl)ccc1OC,1,-0.23,7.8*,0,-1.3,106,0.1,-17,-9
O=C(O)CCc1ccc(-c2cccs2)n1NC(=O)c1ccc(O)cc1,6,-1.4,-1.2,0,-2.0,89,-1.0,6,0
O=C(O)C1C2C=CC(C2)C1C(=O)NCCCN1CCOCC1 (centres undefined),3,0.24,-0.67,0,-0.1,88,-0.7,-22,-10
CC(C)CC(=O)N1CCN(S(C)(=O)=O)CC1,15,-3.6*,-0.12,5,-1.2,96,0.4,-18,2
O=C(Nc1nc2c(s1)COc1ccccc1-2)c1cccs1,-8,-0.25,-1.3,2,-1.1,52,-0.1,35,10
COC(=O)c1ccccc1NC(=O)CSc1nnc(CNS(=O)(=O)c2ccc(C)cc2)n1C,5,0.026,2.7,-3,0.2,117,-0.8,-5,-6
CCCc1nc(-c2cc3ccc(C)cc3[nH]c2=O)no1,-7,0.046,-0.73,0,·,137,-0.7,·,·
Cc1ccccc1Nc1nn2c(=O)c3ccccc3nc2s1,-24,1.5,-0.13,17,0.1,96,-0.1,16,-8
CCN(c1ccccc1)c1cc(C)nc2ncnn12,0,0.088,-0.11,-18,-0.7,103,0.8,6,-3
Oc1ccccc1-c1nnc(COc2ccc(Cl)cc2Cl)o1,7,0.49,0.00091,-4,-0.3,94,1.0,-58,0
CN1CCN(CCCNC(=O)C2CCN(c3nnc(-n4cccc4)s3)CC2)CC1,11,-0.9,0.0027,2,0.2,111,-0.3,-2,-9
COc1ccc(-c2oc3ncnc(NCCCN4CCOCC4)c3c2-c2ccc(OC)cc2)cc1,29,-0.76,0.3,13,-1.3,-2.9*,1.8,9,8
CC(C)(C)C(=O)N=C1SC2CS(=O)(=O)CC2N1c1ccc2c(c1)OCO2 (centres undefined),7,-0.01,-0.0058,12,-1.6,103,0.4,1,5
CN(C)c1ccc(C=NCC2(O)CCOC(C)(C)C2)cc1 (centres undefined),·,0.72,0.26,5,-5.2,103,0.2,10,·
O=C(O)c1ccc(S(=O)(=O)c2ccccc2)cc1,24,0.67,-0.047,-3,-1.1,59,0.5,-5,-5
CCOc1ccccc1C1C2C(=O)N(c3ccccc3)C(=O)C2ON1c1ccccc1 (centres undefined),12,-0.78,0.011,-4,-0.4,80,0.2,-26,-7
Cc1cc(C)cc(N(C(=O)c2ccc3c(c2)OCO3)C2C=CS(=O)(=O)C2)c1 (centres undefined),6,0.63,-0.022,9,0.9,105,0.7,-11,-3

# Given with tabs: part of the list above
SMILES	HEK293 NFkB inh	M1 antag	M1 ag	5HT1E antag	S1P3 agonist	Her2 expr inh	HTR1E agonist	S1P1 ag-PAM	Jurkat tox 60K
Oc1ccccc1-c1nnc(COc2ccc(Cl)cc2Cl)o1	7	0.49	0.00091	-4	-0.3	94	1.0	-58	0
CN1CCN(CCCNC(=O)C2CCN(c3nnc(-n4cccc4)s3)CC2)CC1	11	-0.9	0.0027	2	0.2	111	-0.3	-2	-9

# (cont.)
SMILES,HEK293 NFkB inh,M1 antag,M1 ag,5HT1E antag,S1P3 agonist,Her2 expr inh,HTR1E agonist,S1P1 ag-PAM,Jurkat tox 60K
COc1ccc(S(=O)(=O)Nc2cc(C(=O)NCCC(C)C)ccc2N2CCOCC2)cc1,11,-0.68,-1.6,-1,0.2,123,0.9,9,-3
O=C(Nc1ccon1)c1cc2c(s1)CCCCCC2,-32,0.33,-0.46,-7,0.3,119,-0.6,11,-1
Cc1occc1-c1nnc(SCC(=O)NC(C)(C)C)n1C(C)c1ccccc1 (centres undefined),12,0.096,0.66,0,0.2,108,43*,7,4
O=C(CN(C1CCCCC1)S(=O)(=O)c1ccc(F)cc1)NCCCO,12,0.046,-0.37,9,-1.3,122,-1.9,-6,5
C=CCNC(=O)c1ccc(Cl)cc1Cl,7,-0.2,-0.016,-5,0.0,128,0.0,·,0
Cc1cc(Nc2ccc(F)c(Cl)c2)n2ncnc2n1,23,0.47,0.016,-4,0.4,86,0.3,-12,-1
Cc1ccc(C(=O)CSc2nnc(-c3ccccc3)n2-c2ccccc2)o1,18,0.089,0.83,-2,-0.3,67,0.8,48,2
CCOC(=O)c1cccc(N2C(=O)C3C(C(=O)NC4CC4)C4(C)C=CC3(O4)C2C(=O)NC(C)(C)C)c1 (centres undefined),13,0.61,-0.47,-7,·,95,-0.1,·,·
CC(c1ccco1)N(Cc1ccco1)C(=O)Nc1ccccc1 (centres undefined),26,-0.49,-0.8,6,·,71,-0.1,·,·
Cc1c(CN(C)CCc2ccccc2)c(=O)n(-c2ccccc2)n1C,-8,·,·,5,-0.2,120,-0.8,8,-7
CC1CCN(c2nc3ccccc3nc2C(C#N)C(=O)NC2CCCCC2)CC1 (centres undefined),20,-0.28,8.8*,8,-0.9,106,0.5,1,5
CC1(c2ccc(Cl)cc2)NC(=O)N(CC(=O)NC(=O)NCc2ccco2)C1=O (centres undefined),8,-0.47,0.084,-12,-0.6,84,-0.8,6,4
Cc1sc2nc(CSc3nnc(Cc4cccs4)n3C3CCCCC3)[nH]c(=O)c2c1C,17,-0.99,2.5,-4,·,·,1.3,·,·
COC(=O)C1=C(C)OC(N)=C(C#N)C1c1ccccc1F (centres undefined),15,-0.13,0.41,2,-1.4,106,-1.0,·,-7
Cc1cc(-c2ccccc2N)n[nH]1,14,0.33,-0.41,16,-0.1,101,-0.4,3,0
CCN(CC)CCN1C(=O)C(=O)/C(=C(/O)c2ccc(C)cc2)C1c1ccncc1 (centres undefined),16,1.2,1.7,5,·,81,0.4,·,·
COc1ccc(-c2nnc3sc(-c4ccccn4)nn23)cc1,-2,0.57,0.3,-11,1.5,105,-0.4,-55,4
CCOc1ccc(C2CC(=O)NC(SCC(=O)OC)=C2C#N)cc1 (centres undefined),16,-1.2,-0.086,-4,-1.0,88,-0.3,-10,7
Cn1c(CCNC(=O)c2ccccc2)nc2ccccc21,14,0.29,-0.65,-14,-0.2,96,0.4,-20,-3
NC(=O)C1(N2CCCCC2)CCN(C2CC(=O)N(Cc3cccs3)C2=O)CC1 (centres undefined),7,-0.41,0.26,0,-1.8,50,0.4,-10,-9
COc1ccc2[nH]c(=O)c(CN(C)C(=O)c3ccncc3)cc2c1,-10,0.022,-0.64,6,-0.8,99,0.4,16,0
Cc1ccc2nc(SCCC#N)nc(C)c2c1,15,0.023,-1,-4,0.3,118,0.1,-18,0

# As entered above.
# `Cc1occc1-c1nnc(SCC(=O)NC(C)(C)C)n1C(C)c1ccccc1` (centres undefined) – Jurkat tox 60K = 4
# `C=CCNC(=O)c1ccc(Cl)cc1Cl` – HTR1E agonist = 0.0
